EWS-Fli block = inhibitors of EWS/Fli oncoprotein transcriptional activity. A673 NR0B1-luciferase reporter, viability-normalised. inhibition, % at 12.6 µM. 0.67% of 350,000 active;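 active = mean inhibition of at least 50% after viability correction, with every replicate also passing that limit; inconclusive = mean reaches 50% but only one of two replicates passes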;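 note: firefly luciferase signal divided by Alamar Blue viability fluorescence both relative to DMSO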
PAX8 reporter = inhibitors of PAX8 transcriptional activity in RMG-I cells; RMG-I TPO-luciferase reporter, SteadyGlo, 24 h; inhibition, % at 12.6 µM; 1.2% of 360,000 active;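 active = mean replicate inhibition at least 60% with every replicate also reaching 60%; inconclusive = only one of the two criteria is met; inactive = mean below 60% and not all replicates reaching 60%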;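 note: luciferase light reporting Pax8 driven TPO promoter activity; plate controls were median of neutral control wells for no effect and mitoxantrone controls for full effect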
ARNT-TACC3 inh = disrupts binding between human ARNT and TACC3; Q9Y6A5; AlphaScreen His-ARNT PAS-B/GST-TACC3 binding, luminescence; TACC3 fragment carries E629A point mutation; inhibition, % at 9.99 µM; 0.66% of 390,000 active;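 active = mean inhibition of replicates at least 50% and at least half of replicates each reaching 50%; inconclusive = half or more replicates reach 50% but mean below 50%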;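 note: 0% = complete ARNT plus TACC3 wells and 100% = ARNT alone without TACC3; many hits fall short of the cut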
SIRT5 block = inhibitors of human sirtuin-5 desuccinylase; Q9NXA8; Purified SirT5, succinyl-peptide AMC, trypsin-coupled fluorescence; inhibition, % at 15 µM; 1.1% of 330,000 active; AID 652115; in the data active = inhibition above about 15%; inconclusive = no clear call, values can overlap the other calls
Target sequence (Q9NXA8 whole entry, looked up): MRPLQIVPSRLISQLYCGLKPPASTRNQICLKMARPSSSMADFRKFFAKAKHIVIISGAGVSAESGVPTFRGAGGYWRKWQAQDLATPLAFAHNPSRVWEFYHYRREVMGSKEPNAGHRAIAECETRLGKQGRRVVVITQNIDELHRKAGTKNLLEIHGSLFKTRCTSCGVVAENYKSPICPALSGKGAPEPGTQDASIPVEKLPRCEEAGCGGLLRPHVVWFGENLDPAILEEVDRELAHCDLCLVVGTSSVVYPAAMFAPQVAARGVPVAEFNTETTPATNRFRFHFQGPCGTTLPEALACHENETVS
LGR2 antag = inhibitors of bursicon-induced Drosophila LGR2 receptor cAMP signaling. HEK293 LGR2, CRE-luciferase, bursicon-stimulated, 4 h. inhibition, % at 9.99 µM. 0.35% of 380,000 active. AID 720647;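 active = drop in luminescence signal, shown as inhibition above about 50% in the replicate tests, limit read from the data, passing the limit was not always enough; inconclusive = probably only some replicates passing the limit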;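 note: agonist challenge used bursicon conditioned medium at about half maximal strength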
CASP6 VEID inh = caspase-6 (human) enzyme inhibition; purified caspase-6, Z-VEID-R110 cleavage fluorescence; inhibition, % at 12.5 µM; 0.53% of 350,000 active; AID 686996;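 active = mean inhibition across replicates at least about 35%, with every replicate also reaching that limit, limit read from the data; inconclusive = only one of the two criteria met; inactive = neither criterion met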;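 note: 0% = median of neutral control wells and 100% = no fluorescence left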
Target sequence (P55212 24-179 limits assumed): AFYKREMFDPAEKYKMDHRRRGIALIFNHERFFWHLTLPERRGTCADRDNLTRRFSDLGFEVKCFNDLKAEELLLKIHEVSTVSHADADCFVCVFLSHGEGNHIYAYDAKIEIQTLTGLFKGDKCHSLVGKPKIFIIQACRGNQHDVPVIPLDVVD
Target sequence (P55212 194-293 limits assumed): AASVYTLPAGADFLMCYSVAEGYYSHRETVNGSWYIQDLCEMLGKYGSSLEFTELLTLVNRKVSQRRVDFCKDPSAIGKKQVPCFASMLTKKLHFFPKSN
DENV2 CPE = DENV2-induced cell death inhibition; DENV2-infected cells, cytopathic effect rescue, plate reader; CPE inhibition, % at 9.99 µM; 1.7% of 350,000 active; AID 651640; in the data active = CPE inhibition above about 20%, passing the limit was not always enough; inconclusive = no clear call, values can overlap the other calls; tested in BHK-21 cells;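 note: 0% = median of neutral control wells and 100% = median of positive control wells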
An asterisk follows results filed as active; ? = inconclusive; . = no result given. Random draw from the library; overall some 4.9% were active at least once.

(1) COc1ccc(NC(=O)N(C)C[C@@H]2Oc3ccc(NC(=O)CCC(F)(F)F)cc3CC(=O)N([C@@H](C)CO)C[C@H]2C)cc1
(2) CCCCn1c(N)c(N(Cc2ccccc2OC)C(=O)CN2C(=O)NC(C)(c3ccccc3)C2=O)c(=O)[nH]c1=O (configuration not stated)
(3) COC(=O)[C@H](Cc1ccccc1)NC(=O)C1CCN(C(=O)[C@H](C)NS(=O)(=O)c2ccc(C)cc2)CC1
(4) COc1ccc(C(=O)c2ccc(N(C)C)cc2)c(OC)c1
(5) Cc1ccccc1NS(=O)(=O)c1cc2c3c(c1)C(C)C(=O)N3CCC2 (configuration not stated)
(6) Cc1ccc(C)c(OCC(=O)N2CCN(c3ncccn3)CC2)c1
(7) Brc1cc(Br)cc(CN2CCSCC2)c1
(8) C[C@H]1CN([C@@H](C)CO)S(=O)(=O)c2ccc(C3=CCCC3)cc2O[C@H]1CN(C)Cc1ccccn1
Screen / compound no.,1,2,3,4,5,6,7,8
EWS-Fli block,-7,-4,2,30,-5,1,3,3
PAX8 reporter,0,-25,14,.,16,3,-5,7
ARNT-TACC3 inh,9,1,-5,3,0,-6,.,33
SIRT5 block,1,-1,8,6,3,-2,-5,2
LGR2 antag,0,-19,1,-2,20,7,2,-20
CASP6 VEID inh,2,0,3,1,5,0,1,2
DENV2 CPE,-4,9,5,-4,-1,-9,3,8

(9) CC1CCC(NC(=O)CSc2nncn2C)CC1 (configuration not stated)
(10) O=C(O)c1ccc(NC(=S)NC(=O)c2ccc(-c3ccc(Br)cc3)o2)cc1
(11) COc1ccc(S(=O)(=O)NC2CC(=O)N(c3ccccc3)C2)cc1C (configuration not stated)
(12) Cc1noc(C(=O)Nc2c(C)n(C)n(-c3ccccc3)c2=O)c1Cl
(13) COc1ccc(-n2ncc3c2CC(C)(C)CC3NC(=O)CCn2cncn2)cc1 (configuration not stated)
(14) N#C[C@@H]1[C@@H](c2ccccc2)[C@@H](CO)N1C(=O)c1cccnc1
(15) Cc1cc(C)c2c3c(sc2n1)C(c1ccccc1)C(C#N)=C(N)O3 (configuration not stated)
(16) Cc1ccc(NC(=O)Cn2sc3ccccc3c2=O)cc1
Screen / compound no.,9,10,11,12,13,14,15,16
EWS-Fli block,-1,-8,4,-1,5,-6,21,19
PAX8 reporter,.,.,11,16,5,-20,.,6
ARNT-TACC3 inh,-3,-14,-24,0,.,1,-2,.
SIRT5 block,-1,-8,-3,1,-5,-2,1,20*
LGR2 antag,-13,-1,-1,-6,6,33,10,-7
CASP6 VEID inh,-5,3,-7,-1,1,-1,2,-2
DENV2 CPE,-1,10,?,-4,3,-5,8,5

Two compounds from above, showing only ARNT-TACC3 inh:
no.	Molecule	ARNT-TACC3 inh
14	N#C[C@@H]1[C@@H](c2ccccc2)[C@@H](CO)N1C(=O)c1cccnc1	1
9	CC1CCC(NC(=O)CSc2nncn2C)CC1 (configuration not stated)	-3

More results follow.
(17) O=C(c1ccccc1)N1CCN(c2ccc([N+](=O)[O-])c(NCc3cccnc3)c2)CC1
(18) Cc1ccc(NC(=O)/C=C/c2ccco2)cc1S(=O)(=O)N1CCCCCC1
(19) CC(C(=O)N1CCOCC1)c1ccc([N+](=O)[O-])cc1 (configuration not stated)
(20) COC(=O)CC1=C(C(=O)OC)C(c2ccncc2)C(C#N)=C(N)O1 (configuration not stated)
(21) COc1ccc(S(=O)(=O)ON=C2CC(C)(C)N(C(C)=O)C(C)(C)C2)cc1
(22) O=C(C[C@@H]1CC[C@@H](NC(=O)Nc2ccc(F)cc2)[C@@H](CO)O1)NCCN1CCCC1
(23) COc1ccc(S(=O)(=O)Oc2ccccc2C(N)=O)cc1
(24) COc1cccc(-c2nc(-c3ccccc3)c3ccc(Cl)cc3n2)c1
Screen / compound no.,17,18,19,20,21,22,23,24
EWS-Fli block,23,6,1,.,-5,0,-3,8
PAX8 reporter,25,29,6,.,14,-14,-8,16
ARNT-TACC3 inh,2,8,.,-3,22,-11,0,.
SIRT5 block,2,0,-2,-5,0,1,-5,0
LGR2 antag,-5,1,14,5,18,0,-6,-9
CASP6 VEID inh,-1,2,1,1,0,-2,-2,2
DENV2 CPE,3,-6,-6,.,15,5,?,5

(25) Cn1c(NC(=O)c2cccs2)cc(=O)n(C)c1=O
(26) CO[C@@H]1CN(C)C(=O)c2ccc(NC(=O)c3ccc4c(c3)OCO4)cc2OC[C@@H](C)N(Cc2ccc3c(c2)OCO3)C[C@H]1C
(27) CC(=O)c1cccc(NC(=O)COC(=O)c2cccs2)c1
(28) COc1ccc(S(=O)(=O)N(C)C[C@H]2Oc3ccc(NC(=O)Cc4cn(C)c5ccccc45)cc3CC(=O)N([C@@H](C)CO)C[C@H]2C)cc1
(29) C=CCCCN(Cc1ccccc1)S(=O)(=O)c1ccccc1Br
(30) Cc1cc(C(=O)OCC(=O)Nc2nccs2)c2ccccc2n1
(31) C[C@@H]1CN([C@@H](C)CO)C(=O)c2cc(NC(=O)c3ccncc3)ccc2O[C@H]1CN(C)Cc1ccncc1
(32) Cc1nn(C)c(C)c1NC(=O)/C(C#N)=C\N(C)C
Screen / compound no.,25,26,27,28,29,30,31,32
EWS-Fli block,-9,8,0,-11,7,0,0,-2
PAX8 reporter,-13,22,8,.,-30,2,20,-15
ARNT-TACC3 inh,-3,24,5,7,-8,-3,-1,-9
SIRT5 block,.,0,0,1,.,-1,4,0
LGR2 antag,12,-1,-47,8,10,15,5,0
CASP6 VEID inh,-4,0,0,-1,0,-3,3,1
DENV2 CPE,7,-2,2,3,-11,-9,-2,-3

(33) CC(Cc1ccsc1)NC(=O)CCc1nnc(CCc2ccccc2)o1 (configuration not stated)
(34) O=C1NC[C@H](CCCCN2C[C@H](Cc3ccc(O)cc3)N(CCc3ccc(O)cc3)C(=O)C2=O)N(CCc2ccccc2)C1=O
(35) CCOCCCNC(=O)/C(C#N)=C/c1ccc([N+](=O)[O-])o1
(36) Cc1ccc(CNC(=O)CSCc2ccc(F)cc2)cc1
(37) CCn1c(C(=O)O)c(CC(=O)Nc2cccc(C(F)(F)F)c2)c2ccccc21
(38) Cc1ccc(NC(=O)CSc2ccc(-c3ccco3)nn2)c(C)c1
(39) CC(/C=N/NC(=O)c1cc(-c2cccs2)[nH]n1)=C\c1ccccc1
(40) Cc1ccc(S(=O)(=O)NCCOc2nc(N3CCOCC3)nc(N3CCOCC3)n2)cc1
Screen / compound no.,33,34,35,36,37,38,39,40
EWS-Fli block,-3,0,44,0,11,5,-12,-23
PAX8 reporter,-13,-5,19,-10,18,-8,15,.
ARNT-TACC3 inh,2,.,-7,-9,-3,-3,-6,-9
SIRT5 block,-3,-1,-4,2,2,-2,-3,0
LGR2 antag,31,7,?,4,-15,9,-16,7
CASP6 VEID inh,-1,-2,1,-3,2,-1,0,1
DENV2 CPE,.,3,16,8,-5,-3,2,-4

(41) O=C(NCc1ccc2c(c1)OCO2)C1CCC(CNc2c(N3CCCC3)c(=O)c2=O)CC1 (configuration not stated)
(42) CC(=O)N[C@H]1CC[C@@H](CC(=O)NCc2ccc(Cl)cc2)O[C@H]1CO
(43) COc1ccc([C@H]2CC(=O)C=C(c3ccc(-c4ccccc4)cc3)C2)cc1OC
(44) CCCCCOC(=O)C(C)Sc1n[nH]c(=O)[nH]c1=O (configuration not stated)
(45) O=C(NCc1cccc(Cl)c1)c1cccnc1
(46) CNC[C@H]1OCCCC[C@@H](C)Oc2ccc(NS(=O)(=O)c3ccc(F)cc3)cc2C(=O)N([C@H](C)CO)C[C@H]1C
(47) CCS(=O)(=O)Nc1ccc2c(c1)C(=O)N(C)[C@H]1CC[C@@H](CC(=O)NC)O[C@@H]1CO2
(48) O=C(N/N=C/c1cc([N+](=O)[O-])c(N2CCOCC2)cc1N1CCOCC1)c1cccnc1
Screen / compound no.,41,42,43,44,45,46,47,48
EWS-Fli block,3,6,-8,6,-7,0,2,-4
PAX8 reporter,-11,-2,20,14,.,-13,-10,2
ARNT-TACC3 inh,-5,-13,-3,15,0,.,-3,2
SIRT5 block,-2,0,-3,-3,-5,.,-3,8
LGR2 antag,-16,-13,-10,-5,-9,8,-12,4
CASP6 VEID inh,-2,2,0,3,-3,.,-1,7
DENV2 CPE,-2,-1,1,5,-14,.,-6,4

(49) C[C@H]1CCCCO[C@H](CN(C)C(=O)CCCN(C)C)[C@@H](C)CN([C@@H](C)CO)C(=O)c2cc(NS(=O)(=O)c3ccc(Cl)cc3)ccc2O1
(50) O=C(Nc1ccc(F)c(S(=O)(=O)N2CCOCC2)c1)C1CCCCC1
(51) CO[C@@H]1CN(C)C(=O)c2ccc(NS(C)(=O)=O)cc2OC[C@H](C)N(C(=O)C2CCCCC2)C[C@H]1C
(52) C/C=C/c1ccc2c(c1)O[C@@H](CN(C)C(=O)c1ccccn1)[C@H](C)CN([C@H](C)CO)S2(=O)=O
(53) COc1ccc(-c2nc(CS(=O)CC(=O)NC3CCCC3)c(C)o2)cc1 (configuration not stated)
(54) O=C(CCCn1cnc([N+](=O)[O-])n1)Nc1cccc(O)c1
(55) COc1ccc(NC(=S)Nc2cccc(S(=O)(=O)N3CCCCC3)c2)cc1
(56) COc1cccc(CN2CCC(CO)(CC3CCCCO3)CC2)c1 (configuration not stated)
Screen / compound no.,49,50,51,52,53,54,55,56
EWS-Fli block,1,4,6,-2,.,-5,.,5
PAX8 reporter,13,3,-5,.,19,-10,-2,-4
ARNT-TACC3 inh,0,23,1,1,-8,-2,10,4
SIRT5 block,-2,0,-4,-3,-8,-1,.,1
LGR2 antag,-11,-9,-1,15,-27,10,3,17
CASP6 VEID inh,-1,1,-1,1,10,4,.,14
DENV2 CPE,11,13,-3,2,-2,6,.,-4

(57) O=C(C1CCC1)N1CC[C@H]2[C@H](CO)Nc3ccc(C4=CCCCC4)cc3[C@H]21
(58) C[C@@H]1CN([C@@H](C)CO)C(=O)c2cc(NC(=O)Nc3ccc(F)cc3)ccc2O[C@@H](C)CCCCO[C@@H]1CN(C)Cc1ccc2c(c1)OCO2
(59) COc1cccc(NC(=O)N[C@H]2C=C[C@H](CC(=O)NCc3ccccn3)O[C@H]2CO)c1
(60) O=C(C1CCCC1)N1CC[C@@H]2[C@@H](CO)Nc3ccc(-c4cccc(F)c4)cc3[C@@H]21
(61) CCN(C(=O)c1ccc2c(=O)n3c(nc2c1)CCCCC3)c1cc(OC)ccc1OC
(62) CCCCCCN1C[C@H](O)[C@@H](n2cc(C3CC3)nn2)C[C@@H]1c1ccc(C)cc1
(63) NC(=O)Cc1nc2scc(-c3ccc(Cl)cc3)c2c(=O)[nH]1
(64) O=C(Nc1ncccc1Cl)c1ccc2c(c1)OCCO2
(65) CCN(CC)C(=O)COc1ccc(S(=O)(=O)N2CCCC2)cc1
(66) COc1ccc(N2CCN(C(=O)c3cn(Cc4ccccc4)nc3-c3cccnc3)CC2)cc1
(67) Nc1nc(-c2cccs2)c(CC(=O)O)s1
Screen / compound no.,57,58,59,60,61,62,63,64,65,66,67
EWS-Fli block,.,3,.,-1,3,3,9,-71,-3,-4,-8
PAX8 reporter,.,36,.,.,7,6,4,-170,0,17,-33
ARNT-TACC3 inh,.,-4,.,.,6,.,-5,-5,-5,11,0
SIRT5 block,-6,1,-3,-8,1,.,.,2,-2,0,0
LGR2 antag,7,-10,-4,12,4,7,37,-19,-6,-17,-16
CASP6 VEID inh,.,1,0,2,4,-2,4,2,3,-3,7
DENV2 CPE,8,-19,29*,-9,-2,2,-4,-1,1,?,2

Some of these compounds in order of formula weight, rising.
(60) O=C(C1CCCC1)N1CC[C@@H]2[C@@H](CO)Nc3ccc(-c4cccc(F)c4)cc3[C@@H]21
(61) CCN(C(=O)c1ccc2c(=O)n3c(nc2c1)CCCCC3)c1cc(OC)ccc1OC
(59) COc1cccc(NC(=O)N[C@H]2C=C[C@H](CC(=O)NCc3ccccn3)O[C@H]2CO)c1
Screen / compound no.,60,61,59
EWS-Fli block,-1,3,.
PAX8 reporter,.,7,.
ARNT-TACC3 inh,.,6,.
SIRT5 block,-8,1,-3
LGR2 antag,12,4,-4
CASP6 VEID inh,2,4,0
DENV2 CPE,-9,-2,29*

Screening data deposited in PubChem BioAssay by Broad Institute.
